a7 integrin act: qHTS for Activators of Integrin-Mediated Alleviation for Muscular Dystrophy. alpha7betagal myoblasts, beta-gal FDG fluorescence, 48 h. AID 624291, 2012. Potency, µM (doses to about 38.3 µM), without a hit: at the top dose activation, actives largely listed as activators. 350,000 tested, 0.064% active;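 also: potency is read from the fitted curve at half-maximal effect; 100% = response of the positive control SU9516; nearly all actives have a fitted effect of over 60% in size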
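Alpha7betagal+/- myoblasts (passage 13) were plated 16-24 hr, then exposed to compounds (1:260 dilution of DMSO stock) for 48 hours at 37C. After MPER lysis, β-galactosidase reporter activity was read as FDG fluorescence (ex 480/em 540) after 30 minutes.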
Eya2 inh: qHTS Assay for Inhibitors of the Phosphatase Activity of Eya2 | Protein phosphatase EYA2 (Homo sapiens), O00167 | recombinant Eya2, OMFP fluorescence dephosphorylation (OMFP is methylfluorescein phosphate) | Potency, µM (series often up to 76.9 µM), for the others: at the top dose activity, negative = inhibition, most hits filed as inhibitors | 330,000 tested, 0.006% active; also: potency is read from the fitted curve at half-maximal effect; % is scaled to controls: 0 for no effect and ±100 for the full control effect
Target sequence (O00167 whole entry, looked up): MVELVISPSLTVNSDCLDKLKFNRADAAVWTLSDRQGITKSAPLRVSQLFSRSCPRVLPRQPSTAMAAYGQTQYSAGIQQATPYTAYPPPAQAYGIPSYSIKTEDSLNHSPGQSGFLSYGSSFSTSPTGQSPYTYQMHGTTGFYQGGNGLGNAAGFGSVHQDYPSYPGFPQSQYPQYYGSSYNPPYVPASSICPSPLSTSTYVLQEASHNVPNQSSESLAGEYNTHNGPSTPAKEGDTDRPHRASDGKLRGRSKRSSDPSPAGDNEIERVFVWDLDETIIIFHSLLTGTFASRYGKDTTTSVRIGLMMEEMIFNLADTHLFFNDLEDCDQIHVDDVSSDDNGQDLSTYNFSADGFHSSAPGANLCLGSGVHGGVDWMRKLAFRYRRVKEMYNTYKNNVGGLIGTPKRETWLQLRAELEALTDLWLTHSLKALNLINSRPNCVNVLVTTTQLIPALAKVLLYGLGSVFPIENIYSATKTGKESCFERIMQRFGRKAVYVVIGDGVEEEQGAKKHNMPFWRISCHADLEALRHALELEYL
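Eya2 (0.2 uM) preincubated 10 min at ambient with compound, then OMFP substrate added at 50 uM; 10 min reaction in 50 mM HEPES pH 7.5, 50 mM NaCl, 5 uM MgCl2, 0.05% BSA, 1 mM DTT. Fluorescence read at Ex 485/Em 525 nm.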
Tb PFK block: qHTS Assay to Find Inhibitors of T. brucei phosphofructokinase; ATP-dependent 6-phosphofructokinase (Trypanosoma brucei brucei), O15648; T. brucei PFK, ADP-Glo luminescence; Potency, µM (doses to about 57.5 µM), for the others: top-dose activity, negative = inhibition, hits mostly inhibitors; 330,000 tested, 0.17% active; AID 485367, 2010;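 also: potency is read from the fitted curve at half-maximal effect; 0% = uninhibited 1x PFK enzyme wells and -100% = no-enzyme wells; nearly all actives have a fitted effect of over 60% in size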
Target sequence (O15648 whole entry, looked up): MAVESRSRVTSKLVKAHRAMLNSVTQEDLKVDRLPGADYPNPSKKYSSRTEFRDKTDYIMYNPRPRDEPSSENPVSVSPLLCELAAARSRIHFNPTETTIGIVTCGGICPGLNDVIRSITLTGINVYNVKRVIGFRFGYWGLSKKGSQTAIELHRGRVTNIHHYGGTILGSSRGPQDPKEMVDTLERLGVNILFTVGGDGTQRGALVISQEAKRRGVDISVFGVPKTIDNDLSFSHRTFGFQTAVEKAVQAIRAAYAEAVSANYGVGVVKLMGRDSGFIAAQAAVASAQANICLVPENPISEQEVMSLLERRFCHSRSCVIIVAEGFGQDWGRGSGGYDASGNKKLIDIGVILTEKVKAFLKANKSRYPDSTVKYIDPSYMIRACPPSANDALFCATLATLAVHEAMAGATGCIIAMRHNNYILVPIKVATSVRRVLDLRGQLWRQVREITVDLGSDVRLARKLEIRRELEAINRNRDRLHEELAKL
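Activity is normalized to no-enzyme wells (full inhibition) and 1.25 nM enzyme wells (no inhibition). Reaction: 0.5 mM F6P, 0.1 mM ATP, 45 min RT, ADP-Glo luminescence; concentration-response curves fitted and classed by quality.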
S-ASM inh: Inhibitors of Secretory Acid Sphingomyelinase (S-ASM): qHTS; Sphingomyelin phosphodiesterase (Homo sapiens), P17405; placental ASM, HMU-PC fluorogenic substrate, 60 min; Potency, µM (doses to about 57.5 µM), for inactives: top-dose activity change, negative = inhibition, usual class: inhibitors; 340,000 tested, 0.006% active; also: potency is read from the fitted curve at half-maximal effect
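Steps: dispense placental human ASM, pin compound, wait 10 min at room temperature, add HMU-PC0 substrate at 9 uM final, incubate 60 min at 37 °C, add stop solution raising pH to 10, read fluorescence.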
Chronic BCR inh: qHTS Assay to Find Inhibitors of Chronic Active B-Cell Receptor Signaling; Potency, µM (top dose mostly 46.1 µM), for the others: at the top dose ratio change, negative = lower green/red ratio, actives largely listed as inhibitors; ABC-DLBCL IkBa-CBG/CBR reporter, luminescence ratio, 4 h; AID 493014, 2011; 340,000 tested, 0.05% active; active = well fitted inhibition curve with a large enough effect in the signal ratio, with a control signal flat, not every such curve was filed as active; inconclusive = small, poorly fitted or top-dose-only effect, or effect the other way, or a change in a side signal; the % refers to the signal ratio;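 also: potency is read from the fitted curve at half-maximal effect; plate controls were basal doxycycline-induced cells for no effect and cells given 10 µM MG132 for full effect; MG132 reads +100%, hits lower the ratio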
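Concentration-response series (up to 46 uM) were applied to TMD8 dual-reporter cells for 4 h at 37C with doxycycline. Green/red ratio, after filter-overlap correction, defined %Activity; red signal alone was normalised to basal cells and zero luminescence.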
AT treatment: qHTS Assay for Identifying a Potential Treatment of Ataxia-Telangiectasia. AID 485349, 2010. […] A-T fibroblasts, KAP-1 phosphorylation AlphaLISA; neocarzinostatin DNA damage 30 min before lysis. 320,000 tested, 0.19% active. Potency, µM (highest dose often 57.5 µM), without a hit: top-dose activation, hits mostly activators; also: potency is read from the fitted curve at half-maximal effect; % of control where 0% means no effect; nearly all actives have a fitted effect of over 45% in size
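hTERT-immortalized A-T patient fibroblasts ([…]), 500 cells/well in OPTI-MEM, 1% FBS, got compounds for 60 min, then NCS for 30 min at 37C. Lysates were then assayed for phospho-KAP-1 by AlphaLISA (anti-pKAP1 donor, anti-KAP1 acceptor beads), 6 hr at 25C.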
ELG1 DNA repair: qHTS screen for small molecules that inhibit ELG1-dependent DNA repair in human embryonic kidney (HEK293T) cells expressing luciferase-tagged ELG1. Potency, µM (series often up to 46.1 µM), inactives show at the top dose activity change, negative = inhibition, actives largely listed as inhibitors. HEK293T ELG1-luciferase reporter, luminescence, 16 h; DNA damage induced by 5-fluorouridine. 330,000 tested, 2.3% active; also: potency is read from the fitted curve at half-maximal effect; % is scaled to controls: 0 for no effect and ±100 for the full control effect; nearly all actives have a fitted effect of over 55% in size
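Step one: seed 2,000 cells per well. Step two: pin-transfer compound or DMSO alongside 5-fluorouridine. Step three: incubate 16 hr, 37 °C, 5% CO2. Step four: add ONE-Glo, wait 30 min, read luminescence.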
TCR activator: Activators of T cell receptors: qHTS campaign; primary human leukocytes, anti-CD3, IL-2 HTRF, 48 h; AID 504894, 2011; Potency, µM (titrated, usually from 9.22 µM), without a hit: at the highest dose activation of IL-2 secretion, usual class: activators; 330,000 tested, under 10 active; also: % of control where 0% means no effect
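IL-2 release read by HTRF sandwich (Eu cryptate donor, d2 acceptor, 665 nm emission) after 48 hr exposure of primary human leukocytes to compound together with anti-CD3 beads in the absence of co-stimulatory signals.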
TSHR antagonist: Antagonists of the Thyroid Stimulating Hormone Receptor: HTS campaign; Thyrotropin receptor (Homo sapiens), P16473; TSHR-expressing cells, TSH-stimulated cAMP HTRF, 2 h; stronger effect = lower value; activity change, negative = inhibition, % at 11.5 µM; 330,000 tested, 0.2% active; AID 504810, 2011;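 active = activity change below a set negative limit, meaning inhibition stronger than a set level, cut at about -70% in these data; inconclusive = activity change between two set negative limits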; also: % is scaled to controls: 0 for no effect and ±100 for the full control effect
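Read-out is FRET at 665 nm (cryptate excitation 337 nm) from a cryptate-tagged anti-cAMP antibody, competed by cell cAMP against cAMP-d2. Compounds are tested on freshly harvested TSHR cells challenged with 4nM TSH (EC80) for 2 hours at 37 deg C.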
PTAP TSG101 blk: qHTS Assay for Iinhibitors of HIV-1 Budding by Blocking the Interaction of PTAP/TSG101. Tumor susceptibility gene 101 protein (Homo sapiens), Q99816. Fluorescence polarization, FITC-PTAP peptide / Tsg101 binding. Potency, µM (top dose mostly 115 µM), inactives show top-dose activity change, negative = inhibition, most hits filed as inhibitors. 340,000 tested, under 10 active; active = well fitted inhibition curve with a large enough effect in the main read-out, with a control signal flat, not every such curve was filed as active; inconclusive = small, poorly fitted or top-dose-only effect, or effect the other way, or a change in a side signal; inactive = no such curve, though single readings can be large or run the other way; also: potency is read from the fitted curve at half-maximal effect; % of control where 0% means no effect
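Tsg101 binding domain (10 uM final) was mixed with compound and a FITC-labeled PTAP peptide (50 nM final) in HEPES pH 7.5 buffer with NaCl, Tween 20, EDTA and TCEP; fluorescence polarization was read after 20 min at r.t.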
Mito fusion act: qHTS Assay for Small Molecule Inhibitors of Mitochondrial Division or Activators of Mitochondrial Fusion | S. cerevisiae fusion-defective mutant growth rescue, CellTiterGlo 48 h | Potency, µM (doses to about 46.1 µM), for inactives: at the highest dose growth rescue (activation), usual class: activators | 320,000 tested, 0.23% active;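 also: potency is read from the fitted curve at half-maximal effect; % of control where 0% means no effect; nearly all actives have a fitted effect of over 45% in size; temperature-sensitive fusion mutants such as fzo1-1 at 37 °C on non-fermentable ethanol glycerol medium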
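Yeast fusion mutant, YPEG (non-fermentable carbon), compound, 48 h at 37C non-permissive; CellTiterGlo added, 10 min RT, luminescence read. Rescued growth = division inhibition.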
Numbers without * were called inactive; i = inactive; ? = inconclusive; . = no result given; & = joins results of further samples; [ ] = dose if it differs, or a comment. Unless noted, calls follow the shape of the dose curve; as a rule, active = well fitted curve in the direction sought with a large enough effect; inconclusive = small, poorly fitted or top-dose-only effect, or another doubt; inactive = no such curve, though single readings can be large; an effect the other way counts as inactive or inconclusive.

SMILES	a7 integrin act	Eya2 inh	Tb PFK block	S-ASM inh	Chronic BCR inh	AT treatment	ELG1 DNA repair	TCR activator	TSHR antagonist	PTAP TSG101 blk	Mito fusion act
O=C(c1ccc(N2CCOCC2)nc1)N1CCCCC1	14%	5%	-2%	-1%	-1%	2%	?	2%	-3	-4%	2%
O=[N+]([O-])c1cccc(S(=O)(=O)N/N=C\c2ccc3c(c2)OCO3)c1	0%	14%	2%	-3%	2%	-3%	13%	-4%	45	-2%	0%
O=S(=O)(c1ccccc1)N(CC1CO1)c1cccc2ccccc12 (configuration not stated)	-29%	-6%	-12%	-1%	?	1%	-8%	5%	3	-5%	-11%
COc1ccc(C2=NO[C@@H]3C(=O)N(Cc4ccccc4)C(=O)[C@H]23)cc1OC	14%	0%	-6%	-3%	16%	0%	25%	5%	2	-2%	-3%
OC1O[C@H](c2ccc3c(c2)OCO3)[C@H]2CO[C@H](c3ccc4c(c3)OCO4)[C@@H]12 (some centres not stated)	-4%	1%	0%	-1%	?	-3%	-23%	4%	-10	-1%	22%
Cc1ccsc1/C=N/n1c(-c2ccccn2)n[nH]c1=S	19%	-11%	0%	-4%	1%	-7%	-4%	7%[46.1 µM]	-7	0%	-4%
CC(C)=C1C2CCC1C1C(=O)N(c3nccs3)C(=O)C21 (configuration not stated)	-12%	2%	4%	0%	1%	2%	-13%	-6%[46.1 µM]	-5	-2%	-1%
CNC(=O)/C(C#N)=C/c1c(N2CCN(c3ccccc3)CC2)nc2c(C)cccn2c1=O	25%	-5%	12%	i	-1%	-17%	?	-7%	-4	-1%	-1%
Cc1oc(CC(C)C)cc1C(=O)Nc1cccc2ccccc12	1%	-1%	4%	-12%	?	1%	-4%	2%	-12	-12%	17%
Cn1c(=O)c2cc(S(=O)(=O)N3CCC(c4ccccc4)CC3)ccc2n(C)c1=O	-12%	14%	5%	-1%	-8%	4%	14%	-5%	-3	-7%	6%
C[C@H](CO)N1C[C@H](C)[C@@H](CN(C)S(=O)(=O)c2cn(C)cn2)Oc2ccc(NS(=O)(=O)c3ccccc3)cc2C1=O	33%	2%	-1%	4%	-1%	0%	12%	2%	-5	0%	.
O=C(COC(=O)c1ccc(F)c([N+](=O)[O-])c1)NC(=O)NCc1ccccc1	-46%[inhibitor]	-29%	-10%	-1%	?	-32%	?	11%	.	-2%	.
COc1ccc(-c2c(=O)n(OCc3ccccc3[N+](=O)[O-])c3ccccc3[n+]2[O-])c(OC)c1	-15%	-2%	12%	-4%	-5%	-2%	?	12%	-5	-6%	-1%
CCOc1ccc(S(=O)(=O)N(C)c2ccc(OCC(=O)NCC3CCCO3)cc2)cc1 (configuration not stated)	-51%[inhibitor]	6%	-1%	-1%	-5%	1%	-4%	-3%	-1	-2%	-1%
COc1ccc(CCN2CC(C(=O)NCCc3ccccc3C(F)(F)F)CCC2=O)cc1 (configuration not stated)	18%	1%	-6%	4%	0%	2%	?	-4%	3	-2%	3%

A different layout for 4 compounds above.
canonical_smiles | a7 integrin act | Eya2 inh | Tb PFK block | S-ASM inh | Chronic BCR inh | AT treatment | ELG1 DNA repair | TCR activator | TSHR antagonist | PTAP TSG101 blk | Mito fusion act
CCOc1ccc(S(=O)(=O)N(C)c2ccc(OCC(=O)NCC3CCCO3)cc2)cc1 (configuration not stated) | -51%[inhibitor] | 6% | -1% | -1% | -5% | 1% | -4% | -3% | -1 | -2% | -1%
O=[N+]([O-])c1cccc(S(=O)(=O)N/N=C\c2ccc3c(c2)OCO3)c1 | 0% | 14% | 2% | -3% | 2% | -3% | 13% | -4% | 45 | -2% | 0%
Cc1oc(CC(C)C)cc1C(=O)Nc1cccc2ccccc12 | 1% | -1% | 4% | -12% | ? | 1% | -4% | 2% | -12 | -12% | 17%
O=S(=O)(c1ccccc1)N(CC1CO1)c1cccc2ccccc12 (configuration not stated) | -29% | -6% | -12% | -1% | ? | 1% | -8% | 5% | 3 | -5% | -11%

Next part
SMILES	a7 integrin act	Eya2 inh	Tb PFK block	S-ASM inh	Chronic BCR inh	AT treatment	ELG1 DNA repair	TCR activator	TSHR antagonist	PTAP TSG101 blk	Mito fusion act
COc1ccc(N2CCN(S(=O)(=O)c3ccc4c(c3)N(C(C)=O)CCO4)CC2)cc1	19%	?	-1%	-2%	9%	-3%	?	-6%	-9	-1%	-1%
Cc1cc2ncn(S(=O)(=O)c3ccc(F)cc3)c2cc1C	-12%	0%	2%	-5%	0%	-14%	13%	-1%	-18	-4%	-2%
COc1cc(NC(=O)c2cc(C)on2)cc(OC)c1OC	9%	11%	0%	-7%	?	.	21%	2%	6	-6%	-1%
CC1CCCN(C(=O)CN2C(=O)c3ccccc3C2=O)C1 (configuration not stated)	-33%	3%	0%	0%	-10%	-5%	12%	3%	9	-9%	-1%
Cc1ccccc1NC(=O)c1sc2nc[nH]c(=O)c2c1C	41%	12%	0%[0.46 µM]	2%	-15%	2%	-6%	1%	8	-9%	6%
CCOc1ccccc1Nc1nc2ccc(C)cc2n2cnnc12	0%	13%	0%	1%	?	5%	12%	1%	11	-1%	5%
COc1cc(CCC(=O)OCC(=O)Nc2ccc(C)cc2Cl)cc(OC)c1OC	-11%	-1%	1%	-1%	0%	9%	11%	-3%	-2	-4%	-4%
CC1CN(C(=S)NC(=O)c2ccc(Cl)cc2)CC(C)O1 (configuration not stated)	-26%	-2%	-1%	6%	0%	-2%	2%	15%	-11	0%	2%
CCc1n[nH]c(=S)n1/N=C/c1ccccn1	6%	9%	4%	6%	-4%	9%	7%	-7%	0	0%	0%
Cc1cc(Cl)c(S(=O)(=O)N2CCN(c3ccc(F)cc3)CC2)cc1OCC(=O)NC1CCCCC1	-29%[7.66 µM]	16%	-1%	-3%	-16%	.	8.2µM*	1%	?	-5%	4%
C[C@]12CCC(=O)C[C@@H]1CC[C@@H]1[C@@H]2CC[C@]2(C)[C@@H](C(=O)COC(=O)CCC(=O)O)CC[C@@H]12	43%&11%	4%&4%	-6%&5%	5%&19%	-1%&0%	-14%&5%	-7%&-3%	0%&-2%	-9&-22	-2%&-2%	0%&18%
COc1cccc2cc(C(=O)C3=C(O)C(=O)N(CCN(C)C)C3c3ccc(F)cc3)oc12 (configuration not stated)	-27%	4%	-1%	-2%	-3%	12%	6%	-5%	10	0%	-1%
Cn1cc(S(=O)(=O)CC(=O)Nc2ccc3c(c2)OCO3)c2ccccc21	20%	-1%	-2%	0%	?	0%	-3%	-6%[46.1 µM]	2	-5%	-2%
O=C(CCc1cccc(Cl)c1)NC1CCCN(Cc2ccccc2F)C1 (configuration not stated)	-33%	4%	-6%	0%	2%	11%	8%	-4%	5	-4%	-4%
O=C(CSc1ccc(F)cc1)Nc1ccccc1Br	0%	7%	-16%	2%	2%	3%	?	-2%	-2	-2%	-4%

2 compounds from above, showing only Chronic BCR inh and AT treatment:
structure	Chronic BCR inh	AT treatment
CCc1n[nH]c(=S)n1/N=C/c1ccccn1	-4%	9%
Cc1cc(Cl)c(S(=O)(=O)N2CCN(c3ccc(F)cc3)CC2)cc1OCC(=O)NC1CCCCC1	-16%	.

Compound activity (PubChem)
